rTrxR1 inhibitor = qHTS Assay for Inhibitors of Mammalian Selenoprotein Thioredoxin Reductase 1 (TrxR1): qHTS; AID 588453, 2011; Potency, µM (doses to about 114 µM), inactives show at the highest dose activity change, negative = inhibition, hits mostly inhibitors; recombinant rTrxR1, NADPH fluorescence consumption, selenite substrate; hit rate 1% among 390,000; note: potency is the fitted concentration of half-maximal effect; % is set by controls: 0 for no effect and ±100 for the full control effect; nearly all actives have a fitted effect of over 65% in size
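Rat TrxR1 (90 nM in the dispensed reagent) was pre-reduced with 400 uM NADPH for 5 min at room temperature, then incubated with compound for 15 min. After 400 uM selenite was added, NADPH fluorescence (Ex 340/Em 450 nm) was followed for 8 min.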
TRHR PAM = qHTS for Small Molecule Agonists and Allosteric Enhancers of Human TRH Receptor: Primary Screen for Enhancers; hit rate 0.66% among 360,000; AID 493056, 2011; TRHR cells, fluo-8 calcium fluorescence, EC20 TRH enhancement; Thyrotropin-releasing hormone receptor (Homo sapiens), P34981; enhancement, % at 2 µM; in the data active = enhancement above about 30%; note: 0% is about no effect
Target sequence (P34981 whole entry, looked up): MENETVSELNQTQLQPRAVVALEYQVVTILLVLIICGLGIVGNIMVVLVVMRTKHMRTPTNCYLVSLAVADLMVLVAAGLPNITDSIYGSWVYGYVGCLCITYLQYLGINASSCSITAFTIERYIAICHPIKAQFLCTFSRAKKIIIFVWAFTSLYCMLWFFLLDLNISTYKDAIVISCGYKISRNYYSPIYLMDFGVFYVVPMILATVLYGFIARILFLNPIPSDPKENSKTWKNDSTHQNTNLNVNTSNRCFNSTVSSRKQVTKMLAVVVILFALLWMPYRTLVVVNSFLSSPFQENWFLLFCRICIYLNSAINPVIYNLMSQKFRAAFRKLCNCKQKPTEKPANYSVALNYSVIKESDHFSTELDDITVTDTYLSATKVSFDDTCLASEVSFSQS
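Enhancer read-out: after compound pinning and an initial kinetic agonist-mode read, an EC20 of TRH (10 nM final) was injected and fluo-8 calcium signal (Ex 480/Em 530) followed at 1 s/cycle for 100 cycles in TRHR-expressing cells.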
D2 ag = HTS Assay for Allosteric Agonists of the Human D2 Dopamine Receptor: Primary Screen for Agonists; HEK293 T-REx D2 cells, calcium flux agonist mode; hit rate 0.53% among 340,000; D(2) dopamine receptor (Homo sapiens), P14416; activation, % at 2 µM;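 active = activation over 3 SD above normal in the single-dose calcium agonist read, cut at about 30% in these data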; note: 0% is about no effect
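Tetracycline-induced HEK293 Trex cells with D2 receptor force-coupled to calcium signaling, plated overnight at 30 C and loaded with no-wash calcium dye. Calcium flux read kinetically for 180 s after compound addition; responses flag agonists.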
D2 antag = HTS Assay for Allosteric Antagonists of the Human D2 Dopamine Receptor: Primary Screen for Antagonists. D(2) dopamine receptor (Homo sapiens), P14416. HEK293 TREx D2 cells, calcium flux, dopamine EC80. inhibition, % at 10 µM. hit rate 2% among 340,000. AID 485344, 2010; in the data active = inhibition above about 30%; note: 0% is about no effect
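Calcium flux kinetic readout in an inducible HEK293 TREx D2 line plated overnight at 30 C. After 180 s compound exposure, an EC80 dopamine challenge follows with another 180 s kinetic read to detect antagonism.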
USP1 inh = Inhibitors of USP1/UAF1: Primary Screen. Ubiquitin carboxyl-terminal hydrolase 1 (Homo sapiens), O94782. recombinant USP1/UAF1, Ub-Rhodamine cleavage fluorescence. Potency, µM (titrated, usually from 57.1 µM), for inactives: at the top dose activity change, negative = inhibition, hits mostly inhibitors. hit rate 0.23% among 390,000; note: potency is the fitted concentration of half-maximal effect; % is set by controls: 0 for no effect and ±100 for the full control effect; nearly all actives have a fitted effect of over 60% in size; inactives centre near -12
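In this screen, compounds sit with the deubiquitinase complex (1nM) for 15 min at room temperature before Ub-Rho is added at 150nM final. Fluorescence rise is then followed for 6 reads every 60 seconds.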
Pin1 inhibitor = qHTS Assay to Find Inhibitors of Pin1. Peptidyl-prolyl cis-trans isomerase NIMA-interacting 1 (Homo sapiens), Q13526. Pin1 FP peptide displacement, HiFluor488, 10 min. Potency, µM (doses to about 115 µM), for inactives: at the top dose activity, negative = inhibition, usual class: inhibitors. hit rate 0.009% among 390,000. AID 504891, 2011; active = well fitted inhibition curve with a large enough effect in the polarisation, with a control signal flat, not every such curve was filed as active; inconclusive = small, poorly fitted or top-dose-only effect, or effect the other way, or a change in a side signal; inactive = no such curve, though single readings can be large or run the other way; the % refers to the polarisation; note: potency is the fitted concentration of half-maximal effect; % is set by controls: 0 for no effect and ±100 for the full control effect
Target sequence (Q13526 whole entry, looked up): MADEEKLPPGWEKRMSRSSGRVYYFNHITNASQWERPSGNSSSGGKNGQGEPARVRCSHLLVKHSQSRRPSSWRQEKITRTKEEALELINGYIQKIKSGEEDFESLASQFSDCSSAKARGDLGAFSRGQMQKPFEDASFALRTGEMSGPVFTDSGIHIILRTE
TRHR agonist = qHTS for Small Molecule Agonists and Allosteric Enhancers of Human TRH Receptor: Primary Screen for Agonists; Thyrotropin-releasing hormone receptor (Homo sapiens), P34981; TRHR cells, calcium flux fluo-8, FDSS agonist mode; activation, % at 2 µM; hit rate 0.18% among 360,000; AID 493084, 2011; in the data active = activation above about 30%; note: 0% is about no effect
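TRHR-expressing cells loaded with fluo-8 calcium dye; 23 nL library compound pin-transferred, kinetic FDSS fluorescence (Ex 480/Em 530) recorded about 180 s for agonist-induced calcium release, before a 10 nM TRH EC20 addition for potentiator mode.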
TrxR1 substrate = qHTS Assay for Substrates of Mammalian Selenoprotein Thioredoxin Reductase 1 (TrxR1): qHTS | purified TrxR1 substrate turnover, NADPH consumption readout | Potency, µM (highest dose often 114 µM), for the others: top-dose activity change, negative = substrate turnover | hit rate 0.01% among 390,000 | AID 588456, 2011; note: potency is the fitted concentration of half-maximal effect; % is set by controls: 0 for no effect and ±100 for the full control effect; nearly all actives have a fitted effect of over 50% in size
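Rat TrxR1, dispensed at 90 nM, was prereduced with 400 uM NADPH (final) for 5 min at ~22 deg C, then incubated with compound 15 min before 400 uM selenite. A first-read NADPH fluorescence drop versus no-compound background flagged substrates.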
mIDH1 inhibitor = qHTS for Inhibitors of mutant isocitrate dehydrogenase 1 (IDH1): qHTS | Isocitrate dehydrogenase [NADP] cytoplasmic (Homo sapiens), O75874 | IDH1-R132H enzyme, NADPH consumption, diaphorase/resazurin fluorescence | Potency, µM (titrated, usually from 76.6 µM), inactives show top-dose activity change, negative = inhibition, most hits filed as inhibitors | hit rate 0.093% among 390,000 | AID 602179, 2012; note: potency is the fitted concentration of half-maximal effect; % is set by controls: 0 for no effect and ±100 for the full control effect; nearly all actives have a fitted effect of over 65% in size
Target sequence (O75874 whole entry R132H, stated change not applied): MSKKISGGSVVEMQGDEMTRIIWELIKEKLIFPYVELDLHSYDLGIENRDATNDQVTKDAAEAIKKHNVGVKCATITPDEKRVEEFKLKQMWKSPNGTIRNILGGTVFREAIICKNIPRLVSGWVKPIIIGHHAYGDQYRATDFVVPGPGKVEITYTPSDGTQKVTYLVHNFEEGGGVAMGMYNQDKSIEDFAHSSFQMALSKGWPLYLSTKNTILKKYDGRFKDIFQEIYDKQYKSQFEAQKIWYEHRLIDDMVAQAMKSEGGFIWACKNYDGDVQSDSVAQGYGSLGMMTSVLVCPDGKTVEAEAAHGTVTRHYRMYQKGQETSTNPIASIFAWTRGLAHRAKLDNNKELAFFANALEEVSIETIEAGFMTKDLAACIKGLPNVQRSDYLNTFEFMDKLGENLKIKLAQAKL
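IDH1-R132H (0.5 ug/mL) preincubated 30 min with compound, then NADPH (0.016 mM) and alpha-KG (2 mM) added; 80 min at RT, pH 7.5. Remaining NADPH coupled via diaphorase/resazurin to fluorescence (540/590 nm); concentration-response curves normalized to no-enzyme control.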
Active calls of the source: *; u = inconclusive; x = no result given; & = joins results of further samples; [ ] = dose if it differs, or a comment. Unless noted, calls come from the whole dose curve; as a rule, active = well fitted inhibition curve with a large enough effect; inconclusive = small, poorly fitted or top-dose-only effect; inactive = no such curve, though single readings can be large or run the other way. Some of the compounds tested, so the mix of outcomes need not match the whole.

compound,Pin1 inhibitor,mIDH1 inhibitor,USP1 inh,D2 antag,TRHR PAM,rTrxR1 inhibitor,D2 ag,TrxR1 substrate,TRHR agonist
O=C(O)C1Cc2ccccc2CN1C(=O)COc1ccc(Cl)cc1Cl (stereo not drawn),-11%,1%,-10%,-13,-6,12%,-0.1,5%[57.1 µM],-0.1
Cc1c(C(=O)N(C)C)sc2c1c(=O)n(-c1ccc(F)cc1)c(=O)n2Cc1cc(=O)n2ccccc2n1,-7%,12%,-25%,x,-2,11%[57.1 µM],0.4,9%[57.1 µM],-0.2
C/C(=N\NC(=O)COc1cccc(Br)c1)c1ccc2c(c1)OCCO2,-1%,-2%,-17%,-2,29,24%,0.1,-3%,-0.3
O=C(O)CCn1nnc(-c2cccs2)n1,-1%,-2%,-13%,-19,2,19%,0.4,6%,-0.6
CNC(=O)c1c(NC(=O)CCS(=O)(=O)c2ccc(F)cc2)sc(C)c1C,-10%,0%,-3%,-8,-1,u,0.4,-10%,-0.5
O=C(c1ccc(NS(=O)(=O)c2cccc(C(F)(F)F)c2)cc1)N1CCCC1,-7%,-2%,-26%,x,4,6%,x,1%,0.1
COc1ccc(C(=O)N2CCCC2)cc1,-4%,3%,-1%,x,-3,14%,x,6%,0.7
CCN(CC)C(=O)CSc1nc(COc2ccccc2)nc2ccccc12,1%,4%,1%,-5,-6,-4%,0.5,-7%,-0.2
Fc1ccc(-n2cc(CNCCc3cccnc3)c(-c3ccccc3Cl)n2)cc1,-1%,-1%,u,9,9,-8%[57.1 µM],0.8,6%[57.1 µM],1.1
N#CC1C(=O)NC(=O)C(C#N)C12CCCC(C(F)(F)F)C2 (stereo not drawn),-3%,3%,-8%,x,x,29%[57.1 µM],x,11%[11.4 µM],x
CC(C)Cn1c(-c2ccc(Br)o2)n[nH]c1=S,5%,2%,-11%,-13,12,8%,-0.7,6%,-0.4
CS(=O)(=O)NCc1nnc(SCc2ccc(C(F)(F)F)cc2)o1,-5%,10%,-20%,x,1,9%,x,3%,-0.1
CCC1Oc2ccc(C)cc2N(CC(=O)N(Cc2ccc(C)o2)C2CC(C)(C)NC(C)(C)C2)C1=O (stereo not drawn),0%,5%,-18%,13,-5,-11%,-1.0,-2%,0.2
Cc1ccc(SCCSc2nc(C)cc(=O)[nH]2)cc1,-10%,3%,-3%,-7,0,10%,-0.6,3%,-0.4
O=C(NCCCNCCCNC(=O)c1ccccn1)c1ccccn1,-12%,0%,-14%,74*,1,-13%,-0.2,8%[57.1 µM],0.3
O=C(C1CCN(S(=O)(=O)c2cccc3nonc23)CC1)N1CCN(c2ccccc2)CC1,0%,13%,-27%,x,-6,8%,1.1,1%,0.3
Cc1ccsc1C(=O)OCC(=O)N1CC(C)CC(C)C1 (stereo not drawn),-10%,2%,-15%,x,x,-2%,x,-1%,x
CCN1CCN(C(=O)/C=C/c2cccc(Cl)c2)CC1,0%,-4%,-15%,-10,-4,21%,0.1,-1%,1.1
CN(C(=O)CN1C(=O)c2cc(Cl)c(Cl)cc2C1=O)C1CCS(=O)(=O)C1 (stereo not drawn),-18%,5%,-17%,6,1,-8%,0.5,-11%,-0.8
O=C(Nc1ccccc1N1CCOCC1)c1ccc(F)c(S(=O)(=O)N2CCOCC2)c1,-1%,-3%,-8%,-8,17,11%,-0.1,0%,-0.1
CCN(CC(=O)NCc1cccs1)C(=O)c1cccc(S(=O)(=O)N(CC)c2ccccc2)c1,-1%,4%,-2%,x,x,7%,x,-4%,x
Cc1c(C(=O)NCC(c2ccco2)N2CCCC2)sc2ccccc12 (stereo not drawn),3%,2%,u,x,x,17%,x,6%,x
Cc1c(CCOC(=O)CC23CC4CC(CC(C)(C4)C2)C3)sc[n+]1Cc1ccc([N+](=O)[O-])cc1,-9%&3%,-1%&-6%,-14%&-16%,4,10,17%&-11%,-0.4,1%&-4%,-1.5
CCN(CC)C(=O)Cn1cc(C(=O)C(=O)NCCCN2CCCCC2)c2ccccc21,-2%,0%,-10%,-1,-2,-11%,0.2,-12%,-0.1
Cc1ccc2c(c1)N(CC(=O)NC1CCC(C)CC1)C(=O)CO2 (stereo not drawn),-7%,5%,-17%,-4,-1,20%,-0.5,2%,-0.1
N#CCC(=O)Nc1ccc(C(=O)NNC(=O)c2ccccc2-n2cccc2)cc1,33%[activator],-9%,-10%,-3,-5,20%,-0.8,1%,1.3
CCOC(=O)c1sc(-c2ccccc2)nc1C,-1%,17%,-10%,0,0,22%[57.1 µM],0.5,-18%[57.1 µM],-0.2
CC(C)(C)c1ccc(OCc2ccc(C(=O)N/N=C3\CC4CC=CC34)cc2)cc1 (stereo not drawn),-6%,4%,-16%,7,5,2%[57.1 µM],0.1,1%[57.1 µM],-0.2
COc1ccc(CCCC(=O)NCc2ccccc2)cc1C,0%,5%,-12%,3,-3,-4%,0.5,-6%,-0.3
CC1CCCN(S(=O)(=O)c2cc(Cl)ccc2Cl)C1 (stereo not drawn),-5%,4%,-19%,8,1,15%,-1.3,8%,-1.5

Two compounds from above, reduced to rTrxR1 inhibitor.
SMILES | rTrxR1 inhibitor
CCC1Oc2ccc(C)cc2N(CC(=O)N(Cc2ccc(C)o2)C2CC(C)(C)NC(C)(C)C2)C1=O (stereo not drawn) | -11%
Cc1ccc(SCCSc2nc(C)cc(=O)[nH]2)cc1 | 10%

Other compounds follow.
compound,Pin1 inhibitor,mIDH1 inhibitor,USP1 inh,D2 antag,TRHR PAM,rTrxR1 inhibitor,D2 ag,TrxR1 substrate,TRHR agonist
Cc1ccc(CNS(=O)(=O)c2cc3c4c(c2)CCN4C(=O)CC3)cc1,-4%,5%,-5%,26,-8,-2%,-0.7,0%,-0.2
CC1(C(=O)O)CCC(C(=O)Nc2cccc(F)c2)C1(C)C (stereo not drawn),5%,-6%,-4%,-12,13,3%,-2.4,-3%,0.0
O=C(Nc1cccc(C(=O)OCc2cc(=O)n3nc(C4CC4)sc3n2)c1)c1cccc(Cl)c1,-16%,44%[activator],-26%,x,0,12%[57.1 µM],0.4,3%[57.1 µM],-0.5
COc1cccc(C(=O)c2cn(CC(=O)Nc3ccc4c(c3)OCCO4)c3nc(C)ccc3c2=O)c1,u,-9%,11%,x,-2,10%[57.1 µM],0.1,5%[57.1 µM],0.0
O=S(=O)(Nc1ccc2c(c1)OCCO2)c1ccc(F)c(F)c1,-2%,6%,-22%,x,8,1%,x,-7%,-0.3
C=CCOc1c(Br)cc(CNn2nnnc2N)cc1OCC,-9%,12%,-17%,20,-4,15%[57.1 µM],-0.8,-2%,-0.7
C/C(=N/NC(=O)c1ccc(Br)o1)c1cccc(NC(=O)c2ccc(F)cc2)c1,5%,4%,-18%,4,-9,23%,-0.7,8%[57.1 µM],0.9
CCN(CC)C(=O)CSc1nnc(-c2ccncc2)n1N,5%,1%,-14%,x,-3,4%,x,8%[57.1 µM],3.1
CNC(=S)Nc1ccc([N+](=O)[O-])c(C)c1,-9%,5%,-18%,-3,4,u,-0.8,-10%,0.6
COc1ccc(CNC(=O)C2CCC(CNc3nc(=S)[nH]c4ccccc34)CC2)cc1 (stereo not drawn),x,x,x,6,0,x,0.9,x,0.3
COc1ccc(NC(=O)CCNC(=O)N2CC(=O)Nc3ccccc32)c(OC)c1,-6%,2%,-13%,x,-1,13%,x,12%,0.1
COc1ccccc1CNC(=O)C1CCC(CNS(=O)(=O)c2ccc3c(c2)CCCC(=O)N3)CC1 (stereo not drawn),1%,0%,-23%,x,-2,-21%[57.1 µM],-0.6,-13%[57.1 µM],-0.2
O=C(Nc1cccc(S(=O)(=O)N2CCOCC2)c1)c1ccco1,-3%,-3%,-15%,x,0,16%[57.1 µM],x,-2%,-0.4
COc1ccc(COC(=O)c2cccc(S(=O)(=O)N3CCN(C(C)=O)CC3)c2)cc1F,-7%,-5%,-8%,26,3,8%,0.7,2%,0.4
COC(=O)c1cc(NC(=O)CC2C(=O)OCCN2Cc2ccccc2)cc(C(=O)OC)c1 (stereo not drawn),-3%,30%,-1%,x,-1,1%,x,2%,0.1
